# Screening results: PubChem BioAssay, National Center for Advancing Translational Sciences (NCATS)
# PKM2 activator: PKM2 (human) enzyme activation. P14618. purified PKM2, Kinase-Glo ATP luminescence, activation; response scale: 0% is enzyme alone, no compound. Potency, µM (titrated, usually from 57.5 µM), for inactives: at the highest dose activation, actives largely listed as activators. 260,000 compounds, 0.34% hits. AID 1631; note: potency is the fitted concentration of half-maximal effect; % is set by controls: 0 for no effect and ±100 for the full control effect; nearly all actives have a fitted effect of over 55% in size
# Target sequence (P14618 whole entry, looked up): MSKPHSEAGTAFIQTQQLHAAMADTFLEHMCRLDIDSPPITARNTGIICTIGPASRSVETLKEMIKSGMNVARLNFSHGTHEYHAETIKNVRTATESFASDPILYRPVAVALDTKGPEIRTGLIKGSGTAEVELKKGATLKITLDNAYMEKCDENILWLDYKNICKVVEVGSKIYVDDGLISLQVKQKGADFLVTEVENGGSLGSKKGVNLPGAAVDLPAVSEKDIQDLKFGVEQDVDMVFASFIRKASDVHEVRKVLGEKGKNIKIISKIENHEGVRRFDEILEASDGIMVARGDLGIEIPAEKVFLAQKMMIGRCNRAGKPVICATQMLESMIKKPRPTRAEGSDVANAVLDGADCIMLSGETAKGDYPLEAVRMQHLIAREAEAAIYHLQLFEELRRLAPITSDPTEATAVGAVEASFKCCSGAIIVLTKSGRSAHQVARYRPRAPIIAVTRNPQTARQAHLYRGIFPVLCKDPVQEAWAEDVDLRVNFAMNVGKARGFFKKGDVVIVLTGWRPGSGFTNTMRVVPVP
#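 hPK-M2, >95% pure; 0.1 mM ADP / 0.5 mM PEP final; imidazole pH7.2 buffer w/ 7 mM MgCl2, 50 mM KCl; 1 h RT; Kinase-Glo lum. Intermediate enzyme activity for dual inhibitor/activator qHTS.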
# Integrin act MD: activators of alpha7 integrin expression for muscular dystrophy; 350,000 compounds, 0.064% hits; alpha7betagal myoblasts, beta-gal FDG fluorescence, 48 h; Potency, µM (series often up to 38.3 µM), for the others: at the top dose activation, actives largely listed as activators; AID 624291;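 note: potency is the fitted concentration of half-maximal effect; 100% = response of the positive control SU9516; nearly all actives have a fitted effect of over 60% in size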
#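 Alpha7betagal+/- myoblasts (passage 13) were plated 16-24 hr, then exposed to compounds (1:260 dilution of DMSO stock) for 48 hours at 37C. After MPER lysis, β-galactosidase reporter activity was read as FDG fluorescence (ex 480/em 540) after 30 minutes.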
# S-ASM inh: inhibitors of human secretory acid sphingomyelinase | P17405 | placental ASM, HMU-PC fluorogenic substrate, 60 min | Potency, µM (series often up to 57.5 µM), for the others: at the top dose activity change, negative = inhibition, hits mostly inhibitors | 340,000 compounds, 0.006% hits; note: potency is the fitted concentration of half-maximal effect
#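 qHTS format. ASM enzyme prepared from human placenta hydrolyses the fluorogenic substrate HMU-PC0 (9 uM final) over 60 min at 37 °C after a 10 min compound preincubation.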
# FBPA coupling cs: counter-screen for Giardia aldolase inhibitors: coupling enzyme system | coupling enzyme system counterscreen, AmpLite Red fluorescence | activity change, negative = inhibition, % at 58.2 µM, hits read low | 290,000 compounds, 0.67% hits | AID 2472; in the data active = activity change below about -30%; note: % is set by controls: 0 for no effect and ±100 for the full control effect
#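 Final compound at 57.5 uM, incubated 10 min at RT with coupling enzyme reagent (glyceraldehyde-3-phosphate), then 20 min with substrate and AmpLite Red detection. Fluorescence read at 525/598 nm; tests interference with the coupling assay, not aldolase inhibition.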
# Giardia kill: kills Giardia lamblia; Giardia lamblia trophozoite viability; activity change, % at 7.66 µM, hits read low; 340,000 compounds, 0.15% hits; AID 540267; in the data active = activity change below about -80%; inconclusive = between about -30% and that limit;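 note: parasites exposed to compound for two days anaerobically before the ATP read; % is set by controls: 0 for no effect and ±100 for the full control effect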
#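 Giardia lamblia trophozoites (100 cells/well) were incubated with compounds for 48 h at 37 deg C under anaerobic conditions. Viability was read as ATP content by one-step luminescence after 15-30 min at room temperature.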
# BCR signal inh: inhibitors of chronic active B-cell receptor signaling | ABC-DLBCL IkBa-CBG/CBR reporter, luminescence ratio, 4 h | Potency, µM (titrated, usually from 46.1 µM), for inactives: at the highest dose ratio change, negative = lower green/red ratio, hits mostly inhibitors | 340,000 compounds, 0.05% hits | AID 493014; active = well fitted inhibition curve with a large enough effect in the signal ratio, with a control signal flat, not every such curve was filed as active; inconclusive = small, poorly fitted or top-dose-only effect, or effect the other way, or a change in a side signal; the % refers to the signal ratio;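 note: potency is the fitted concentration of half-maximal effect; plate controls were basal doxycycline-induced cells for no effect and cells given 10 µM MG132 for full effect; MG132 reads +100%, hits lower the ratio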
#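 Doxycycline induced both beetle luciferases in TMD8 lymphoma cells; IKK-driven degradation limits the IkappaBalpha-fused green signal, while red luminescence normalises for cell number and nonspecific effects. Compounds tested up to 46 uM, 4 hrs.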
# B2AR arrestin: recruits beta-arrestin to the human beta2-adrenergic receptor. AID 492947. 330,000 compounds, 0.02% hits. P07550. beta-arrestin recruitment to beta2AR, cell-based reporter. Potency, µM (series often up to 46.1 µM), without a hit: at the highest dose activation, actives largely listed as activators;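 note: potency is the fitted concentration of half-maximal effect; 0% = DMSO controls and full agonism = EC100 isoproterenol or metaproterenol; nearly all actives have a fitted effect of over 65% in size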
# Menin-MLL TR inh: inhibitors of human menin-MLL interaction, mutant MLL peptide; O00255; Menin + Texas Red MLL mutant peptide, fluorescence polarization; Potency, µM (doses to about 61.6 µM), without a hit: at the top dose FP activity change, negative = inhibition, most hits filed as inhibitors; 270,000 compounds, 0.23% hits; AID 1768; active = well fitted inhibition curve with a large enough effect in the polarisation, with a control signal flat, not every such curve was filed as active; inconclusive = small, poorly fitted or top-dose-only effect, or effect the other way, or a change in a side signal; inactive = no such curve, though single readings can be large or run the other way; the % refers to the polarisation; note: potency is the fitted concentration of half-maximal effect; % of control where 0% means no effect; many of its hits are not listed in these tables
# Tb PFK block: blocks T. brucei phosphofructokinase; O15648; T. brucei PFK, ADP-Glo luminescence; Potency, µM (highest dose often 57.5 µM), inactives show top-dose activity, negative = inhibition, hits mostly inhibitors; 330,000 compounds, 0.17% hits; AID 485367;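 note: potency is the fitted concentration of half-maximal effect; 0% = uninhibited 1x PFK enzyme wells and -100% = no-enzyme wells; nearly all actives have a fitted effect of over 60% in size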
#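 Luminescent ADP detection (ADP-Glo, two-step: ATP depletion then ADP-to-ATP conversion for luciferase) reported PFK activity after 45 min room-temperature reaction of 1.25 nM enzyme with 0.5 mM F6P and 0.1 mM ATP at pH 8.0.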
# GALK inh: inhibitors of human galactokinase; P51570; Purified GALK, Kinase-Glo residual ATP luminescence; Potency, µM (series often up to 57.5 µM), without a hit: at the highest dose activity change, negative = inhibition, usual class: inhibitors; 270,000 compounds, 0.007% hits; note: potency is the fitted concentration of half-maximal effect; % is set by controls: 0 for no effect and ±100 for the full control effect
# Target sequence (P51570 whole entry, looked up): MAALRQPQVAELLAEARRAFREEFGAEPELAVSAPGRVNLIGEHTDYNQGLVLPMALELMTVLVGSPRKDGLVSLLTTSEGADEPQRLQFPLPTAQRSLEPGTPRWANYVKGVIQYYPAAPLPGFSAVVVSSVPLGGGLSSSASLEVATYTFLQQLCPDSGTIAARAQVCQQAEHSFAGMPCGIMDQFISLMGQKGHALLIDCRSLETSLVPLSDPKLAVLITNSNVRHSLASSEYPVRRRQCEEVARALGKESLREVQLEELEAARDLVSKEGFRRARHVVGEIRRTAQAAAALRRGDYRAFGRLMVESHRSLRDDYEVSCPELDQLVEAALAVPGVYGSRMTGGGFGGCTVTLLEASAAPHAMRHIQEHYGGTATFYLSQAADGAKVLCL
#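 The enzyme phosphorylates galactose (100 uM) using ATP (35 uM); inhibition is detected as higher residual ATP, quantified by bioluminescence after 1 h reaction at room temperature, pH 8.0.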
# TSG101-PTAP inh: blocks PTAP/TSG101 interaction to inhibit HIV-1 budding. Q99816. Potency, µM (highest dose often 115 µM), for the others: at the highest dose activity change, negative = inhibition, actives largely listed as inhibitors. Fluorescence polarization, FITC-PTAP peptide / Tsg101 binding. 340,000 tested, under 10 active. AID 493005; active = well fitted inhibition curve with a large enough effect in the main read-out, with a control signal flat, not every such curve was filed as active; inconclusive = small, poorly fitted or top-dose-only effect, or effect the other way, or a change in a side signal; inactive = no such curve, though single readings can be large or run the other way; note: potency is the fitted concentration of half-maximal effect; % of control where 0% means no effect
#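 Fluorescence polarization binding of Tsg101 binding domain (10 uM final) to FITC-labeled PTAP peptide (50 nM final) in HEPES pH 7.5 buffer with NaCl, Tween 20, EDTA, TCEP. Compounds added before peptide; binding 20 min at RT.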
# * = called active by the depositor; ? = inconclusive; nt = no result given; & = joins results of further samples; [ ] = another dose, or the depositor's remark. Unless noted, calls come from the whole dose curve; as a rule, active = well fitted curve in the direction sought with a large enough effect; inconclusive = small, poorly fitted or top-dose-only effect, or another doubt; inactive = no such curve, though single readings can be large; an effect the other way counts as inactive or inconclusive. Only part of the results is shown, so the mix of outcomes need not match the whole.
SMILES,PKM2 activator,Integrin act MD,S-ASM inh,FBPA coupling cs,Giardia kill,BCR signal inh,B2AR arrestin,Menin-MLL TR inh,Tb PFK block,GALK inh,TSG101-PTAP inh
COc1ccc(-c2cn3cccnc3n2)cc1NC(=O)CC(C)C,3%,-12%,343%[activator],1,-1,2%,-0.8%,?,1%,0%,-4%
COc1ccc(C2=Nn3c(nnc3-c3ccccc3OC)SC2)cc1OC,5%,8%,0%,-1&0,-20&5,?,-0.1%&-0.1%,11µM*,1%&0%,-3%,-2%
Cc1c(Cl)cccc1NC(=O)c1cccc(OC(F)F)c1,-11%,0%,-7%,-5,22,4%,0.3%,14%,-8%,-4%,0%
COc1cccc2cc(C(=O)C3=C(O)C(=O)N(c4cc(C)on4)C3c3cccs3)oc12 (stereo unspecified),4%,-9%,1%,6,-3,11%,-0.8%,?,-5%,-12%,-9%
COc1ccc(CN2CCN(S(=O)(=O)c3ccc(NC(C)=O)cc3)CC2)cc1,10%,-29%,-3%,-3,-16,-1%,-0.6%,nt,8%,-1%,-2%
O=C(N/N=C/c1ccccc1)NC1CCCCC1,-11%,5%,1%,1,-1,-4%,-0.2%,-14%,-9%,-1%,-2%
COc1cc(-c2nn3c(-c4cccc(C)c4)nnc3s2)cc(OC)c1OC,4%,-15%,0%,2,-6,?,0.2%,-3%,2%,-2%,0%
CCCCSCc1ccc(C(=O)O)o1,1%,40%[7.66 µM],2%,6,-4,-11%,-0.8%,-9%,-2%,-1%,-8%
CC(=O)NC(=O)COC(=O)c1ccc2ncsc2c1,1%,-20%,8%,1,7,0%,0.0%,6%,-2%,0%,2%
O=C(Cc1ccccc1)NNC1CC(=O)N(c2ccc(Br)cc2)C1=O (stereo unspecified),-3%,-3%,1%,3,-2,1%,-0.5%,10%,2%,0%,1%
O=C(CSc1nc2ccccc2s1)N1c2ccccc2Sc2ccccc21,-8%,-9%,-13%,2,6,?,-0.2%,nt,-5%,-3%,1%
CS/C(Nc1cc(Cl)ccc1Cl)=C(/C#N)C(=O)c1ccco1,-74%,-3%,38%,3,?,?,-0.3%,nt,-3%,-5%,-4%
CC(C)C[C@@H](NC(=O)[C@H]1CCCN1C(=O)Cc1ccccc1)C(N)=O,nt,-9%,-1%,0,9,6%,0.7%,17%,-1%,2%,0%
Cc1ccc(N2C(=O)C(Cl)=C(N3CCOCC3)C2=O)cc1Cl,-1%,-31%,-1%,1,0,?,0.3%,11%,-5%,1%,-1%
FC(F)(F)c1cccc(OCc2nnc3n2CCC3)c1,-5%,-8%,0%,-3,-28,-1%,0.2%,-3%,-3%,5%,2%
Cc1cccc(CSc2cccc3cccnc23)c1,17%,-44%,-2%,-7,13,?,1.0%,36%[activator],0%,0%,2%
Cc1nc2cccc(C(=O)NC3CCCCC3)c2o1,-1%,1%,-1%,3,-9,-15%,0.0%,-2%,0%,0%,-5%
COC(=O)c1ccc(-n2cncn2)c(F)c1,9%,-9%[7.66 µM],5%,8,-2,0%,-0.8%,11%,-5%,3%,-7%
N#CC[C@H](Cc1ccccc1)N1CC[C@@H](NC(=O)OCc2ccccc2)CCC1=O,-6%,-2%,3%,-1,5,1%,0.5%,-16%,-1%,nt,-6%
COc1cc(NC(=O)c2cccs2)c(C(=O)OCC(=O)NC(=O)NC(C)(C)C)cc1OC,7%,17%,-23%,0,-13,?,-0.1%,5%,5%,1%,-3%
O=C(Cn1cnc2ccccc2c1=O)c1ccccc1,0%,-11%,-2%,1,0,4%,0.3%,-3%,-1%,0%,-1%
O=C1NC(=S)N/C1=C\c1ccc(N2CCOCC2)cc1,10%,33%,4%,-1,6,?,-0.7%,9%,2%,3%,7%
CCN(c1ccccc1)S(=O)(=O)c1ccc(Cl)c(NC(=O)CSc2nnc(C)s2)c1,2%,0%,-2%,5,-25,-2%,0.0%,1%,-9%,1%,-7%
O=C(Cn1cnc2cc(Cl)ccc2c1=O)Nc1ccc2c(c1)OCO2,-3%,-19%,0%,3,2,3%,-0.9%,-4%,10%,-1%,-5%
CCOc1ccc(Cl)cc1/C=N/NC(=O)CNC(=O)c1ccccc1,7%,19%,-2%,-38*,-11,-1%,-1.1%,7%,3%,0%,-2%
# (list continues)
SMILES,PKM2 activator,Integrin act MD,S-ASM inh,FBPA coupling cs,Giardia kill,BCR signal inh,B2AR arrestin,Menin-MLL TR inh,Tb PFK block,GALK inh,TSG101-PTAP inh
Cc1cc(Cl)ccc1OCC(=O)Nc1ccccc1C(=O)N1CCOCC1,-2%,26%,1%,nt,6,-1%,-0.7%,nt,-5%,-2%,1%
CS(=O)(=O)Nc1ccc2c(c1)C(=O)OC2,-2%,-15%,-1%,2,4,0%,0.3%,-5%,-17%,1%,-3%
Cc1ccc(NC(=O)COC(=O)Cc2c[nH]c3ccccc23)cc1F,nt,-42%,-12%,nt,9,?,0.1%,nt,-7%,nt,0%
c1cncc(-c2ccnc3ncnn23)c1,2%,-13%,0%,0,36[activator],1%,-1.2%,17%,-1%,nt,-4%
Cc1cc(C)nc(NC(=O)c2ccc(C)o2)n1,-2%,-12%,-2%,nt,-6,0%,0.2%,nt,-1%,-1%,0%
COc1cccc(-c2noc(-c3cccs3)n2)c1,-26%,18%,-2%,-1,-9,?,0.4%,41%[activator],12%,2%,-12%
COc1cc2c(cc1OC)C(COc1ccc3c(C)cc(=O)oc3c1)N(C(=O)c1ccco1)CC2 (stereo unspecified),-6%,-9%,-7%,1,-5,-9%,-0.1%,4%,0%,-3%,-4%
CCN(CC)CCSc1nc2ccccc2c(=S)n1-c1ccccc1,-7%,-65%[inhibitor],-4%,0,23,-16%,0.3%,?,1%,0%,-3%
COc1cc(C(=O)NCC(c2ccco2)N2CCc3ccccc32)cc(OC)c1OC (stereo unspecified),nt,-2%,-3%,nt,42[activator],?,0.5%,nt,-2%,nt,2%
Cc1nnc2nc(-c3ccccc3)nc(-c3ccccc3)n12,1%,2%,-6%,0,-9,?,-0.6%,12%,4%,1%,-3%
CCOCCCNC(=O)C(c1ccc(OC)cc1)N(Cc1cccs1)C(=O)c1ccccc1O (stereo unspecified),7%,-2%,-1%,-1,-28,2%,0.3%,-8%,0%,-1%,-1%
CC(=O)OCCNc1cc(Sc2nc3ccccc3[nH]2)c2nonc2c1[N+](=O)[O-],-4%,?,-7%,1,-9,?,-0.7%,-10%,?,0%,-1%
O=C(CN(C(=O)CCC(=O)Nc1nccs1)c1cccc(F)c1)NCc1ccc(F)cc1,4%,8%,-2%,1,-5,-5%,-0.3%,?,-1%,-3%,1%
CN1C(=O)c2oc3ccc(Br)cc3c(=O)c2C1c1ccncc1 (stereo unspecified),0%,nt,nt,1,nt,0%,0.0%,-14%,-4%,6%,nt
CCC(=O)Nc1sc(C(=O)Nc2ccccc2)c(C)c1C(=O)OC,-2%,6%,-16%,0,0,1%,3.3%,-8%,-3%,-1%,-3%
CCOc1ccc2c(c1)ncn2Cc1ccccc1,-2%,-7%,0%,0,7,1%,-0.5%,5%,0%,1%,-3%
COC(=O)C(C)n1cnc2c(nnn2-c2cccc(OC)c2)c1=O (stereo unspecified),nt,18%,3%,1,13,0%,0.5%,-1%,-1%,4%,-3%
O=C(O)Cn1cc(/C=C2\SC(=O)N(c3ccccc3)C2=O)c2ccccc21,-1%,15%,2%,2,-15,0%,0.1%,23%,3%,6%,0%
CCOc1ccc(CN(C)C(=O)CNC(=O)C2CCCCC2)cc1,nt,3%,2%,0,?,10%,0.3%,nt,0%,-1%,-1%
Nc1cc(=O)[nH]c(SCc2ccc(Cl)cc2Cl)n1,nt,-17%,-1%,0,-2,-1%,-0.1%,18%,-4%,4%,2%
Cc1cnc(NC(=O)c2cc3c(C)nn(Cc4ccccc4Cl)c3s2)s1,3%,1%,53%[activator],6,5,-1%,-0.4%,?,0%,1%,-8%
CC(C)N(Cc1nc(-c2ccccc2)no1)C(=O)C(Cl)(Cl)Cl,-7%,-29%,-3%,3,5,-7%,-0.5%,0%,-8%,1%,-2%
Cc1cc(C)nc(NS(=O)(=O)c2ccc(N)cc2)n1,-12%&1%,nt,1%,1&-3&4&0,-22,6%&8%&0%,6.0%&0.1%&-0.1%,0%,-2%&-2%&-6%,-1%,0%
Cc1ccc(C)c(Cn2nnc3c(=O)[nH]c(C(=O)NCc4ccco4)nc32)c1,-3%,0%,-3%,15,4,9%,-0.4%,5%,-1%,0%,nt
CCCOc1ccccc1N/C(=N/c1nc(C)cc(C)n1)NC(=O)COc1ccc(OC)cc1,-2%,-26%,-21%,-7,17,?,-0.2%,-13%,1%,0%,-2%
